Dicer inh: inhibitors of Dicer pre-microRNA processing, primary screen, biochemical, cat-ELCCA, chemiluminescence; Endoribonuclease Dicer (Homo sapiens), Q9UPY3; cat-ELCCA pre-miR-21 Dicer processing; hits give high values; z-score at 25 µM; hit rate 6% among 47,000; in the data active = z-score above about 3, passing the limit was not always enough;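 also: plate controls were vehicle for no effect and no enzyme for full effect; higher signal means more uncleaved substrate so more Dicer inhibition; strong numbers were not always called active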
* marks the source's active call; other numbers are inactive results. This is a subset; the hit share may differ from the screen's.

SMILES	Dicer inh
CC(=O)N1[C@@H](C(=O)O)C(C)(C)S[C@H]1c1cccc([N+](=O)[O-])c1	-0.09
CN(C)c1ccc(-c2nc3cc(N)ccc3o2)cc1	3.41*
CC(C)(C)C(=O)CSC1=NNC(c2ccccn2)S1 (stereo not drawn)	-2.03
Cc1cc(C)n(-c2cc(-c3ccccc3)nc3ncnn23)n1	-3.8
CSc1nnc(-c2ccc(C(F)(F)F)cn2)o1	-1.13
CCN(CC)c1cccc(Oc2nc([N+](=O)[O-])nn2Cc2ccccc2F)c1	1.45
CCC(C)NC(=O)Cn1cnc2c1c(=O)n(C)c(=O)n2C (stereo not drawn)	-0.27
CCOc1ccc(C2C(C(=O)OC(C)C)=C(C)NC3=C2C(=O)CCC3)cc1OC (stereo not drawn)	-0.46
COc1ccc(Oc2coc3cc(OC(=O)c4ccc(C)cc4)ccc3c2=O)cc1	0.11
Cc1occc1-c1nnc2n1N=C(c1ccc(Br)cc1)CS2	-0.87
CCOC(=O)C1=C(C(=O)OCC)SC(=C2C(=S)C(C)(C)Nc3ccc(C)cc32)S1	1.74
COc1ccc(-c2ccc(-c3noc(C4CCCCC4)n3)c(OC)n2)cc1	-0.92
CN1C(=O)N(c2ccc(Cl)cc2)C(C)(O)CC1(C)C (stereo not drawn)	0.91
O=C(CSc1nnnn1-c1ccccc1)N1c2ccccc2Sc2ccccc21	-0.26
COc1cc2c(cc1OC)C(c1ccc(Cl)cc1Cl)NC(=O)C2 (stereo not drawn)	2.81
O=S(=O)(CCc1ccncc1)Cc1ccc2c3c(cccc13)CC2	-1.4
Cc1cc(NC(=O)NC(=O)c2ccc(C(C)(C)C)s2)no1	1.42
O=[N+]([O-])c1ncc(Br)cc1Nc1ccccc1	-0.39
COc1ccc(OC)c(CN2CCN(Cc3ccc(OC)c(Br)c3)CC2)c1	-0.14
c1ccc(Sc2nc(-c3ccccc3)ns2)cc1	-0.13
CCCCCCNC(=O)NC(Cc1ccccc1)C(=O)O (stereo not drawn)	-0.67
CS(=O)(=O)/C(C#N)=C/c1ccsc1Sc1ccc(Cl)cc1	-1.29
CN(C)/C=C1/C(=O)NN=C1CSc1ccc(Cl)cc1	-4.88
CC(C)OCCCNc1ncnc2ccccc12	0.03
Cc1sc(NCc2ccccc2O)nc1-c1ccccc1	-0.14
CC1CCN(C(=O)CN2C(=O)C(=O)c3ccccc32)CC1	1.49
S=c1nn[nH]n1-c1ccc(Cl)cc1Cl	-0.38
Cc1cc(C)n(C2=NS(=O)(=O)c3ccccc32)n1	-0.28
O=C(NCc1ccc2c(c1)CCO2)c1ccccc1	1.04
COc1ccc(NC(=O)CSc2nnc(-c3csc4c3CCCC4)o2)cc1	0.92
CSc1cc(-c2ccc(Cl)cc2)nc(-c2ccc(Cl)cc2)c1	0.56
CCOc1ccc(/C=C/c2nc(-c3ccc(OC)c(OC)c3)no2)cc1OCC	5.15*
C=C(c1ccccc1)c1ccc(N(C)C)cc1	0.49
COC(CNC(=S)NNC(=O)Nc1ccccc1)OC	1.35
N#CCSc1ncccc1C(F)(F)F	2.3
CSc1c(C#N)c(-c2cccs2)nn1CNC(=O)Nc1ccccc1C(F)(F)F	-0.46

A section of the results above, for reference:
SMILES	Dicer inh
Cc1sc(NCc2ccccc2O)nc1-c1ccccc1	-0.14
CC1CCN(C(=O)CN2C(=O)C(=O)c3ccccc32)CC1	1.49

Additional structures follow:
SMILES	Dicer inh
Cc1ccc(Nc2nnc(-c3ccc(C)c(S(N)(=O)=O)c3)c3ccccc23)cc1	-1.55
O=C(O/N=C(\Cn1nnc(N2CCCCC2)n1)c1ccc(Cl)cc1)c1ccc(Cl)cc1Cl	0.72
Cc1onc(-c2ccccc2)c1N1C(=O)CCN(C(C)C)C1=O	1.99
CCOC(=O)c1c(NC(=O)Cn2nc(C(F)(F)F)c3c2CCC3)sc(C)c1C	0.42
Cn1nc(NC(=O)c2c(F)cccc2Cl)c2c(F)cccc21	0.82
CCOC(=O)c1cc(C#N)c(Sc2n[nH]c(=O)n2Cc2ccc(C(F)(F)F)cc2)nc1C	-0.92
CCCC(=O)c1cc2cc(Br)cc(Br)c2oc1=O	-0.04
CCn1c2ccccc2c2nnc(SCC(=O)Nc3cc(C)ccn3)nc21	0.77
CN(C)/C=C(\C#N)c1nc2ccccc2s1	-0.72
CCS(=O)(=O)c1nc2ccccc2n1CC(N)=O	1.59
CCCc1nc(-c2ccccn2)[nH]c(=O)c1CC1CC1	0.58
O=C1N(c2ccc(Cl)cc2)C2CS(=O)(=O)CC2N1c1ccccc1Cl (stereo not drawn)	0.52

Three records picked at random from the list so far, as already listed:
SMILES	Dicer inh
CCCC(=O)c1cc2cc(Br)cc(Br)c2oc1=O	-0.04
O=C1N(c2ccc(Cl)cc2)C2CS(=O)(=O)CC2N1c1ccccc1Cl (stereo not drawn)	0.52
COC(CNC(=S)NNC(=O)Nc1ccccc1)OC	1.35

Following part:
SMILES	Dicer inh
CCOC(=O)c1sc2nc(C)cc(C)c2c1NC(=O)Nc1cccc(Cl)c1	0.39
CC1=CCC2C(=O)N(c3ccc(C(=O)O)cc3)C(=O)C2C1 (stereo not drawn)	-0.37
Cc1ccc(C)c(-c2csc(Nc3ccc(S(N)(=O)=O)cc3)n2)c1	5.14*
Cc1ccc(/C=C/c2nn3c(-c4ccco4)nnc3s2)cc1C	2.21
CO/N=C1\CC(c2ccccc2)Oc2ccccc21 (stereo not drawn)	-0.45
CCCCCCSc1nnc(-c2ccccc2N)c(=O)[nH]1	0.24
C=CCSc1ncc2c(=S)[nH]c(=S)[nH]c2n1	0.35
CSc1nncc(-c2ccc(F)cc2)n1	0.25
CCc1ccc(Oc2c(C(F)(F)F)oc3cc(OCC(=O)OC)ccc3c2=O)cc1	-0.71
Cc1ccc2c(c1)c1c(n2CC(O)CNCc2ccccc2)C(=O)CCC1 (stereo not drawn)	-1.34
CNC(=O)N(Cc1cccnc1)Cc1cccc(Cl)c1Cl	2.02
NC(N)=NS(=O)(=O)c1ccc(N)cc1	0.58

Looked up above:
Dicer inh, `CSc1nncc(-c2ccc(F)cc2)n1` = 0.25
Dicer inh, `CCOC(=O)c1sc2nc(C)cc(C)c2c1NC(=O)Nc1cccc(Cl)c1` = 0.39

Further compounds follow.
SMILES	Dicer inh
Cc1sc2nc(SCC(=O)NCc3ccccn3)[nH]c(=O)c2c1C	1.27
N#CCCN(Cc1cccs1)C(=O)CSCC(=O)O	2.98
CCCCN1C(=O)N(c2nnc(C(C)(C)C)s2)C(O)C1c1ccc(C)cc1 (stereo not drawn)	-0.46
Cc1ccc(C2OC3(C(=O)c4ccccc4C3=O)C3C(=O)N(Cc4ccccc4)C(=O)C23)cc1 (stereo not drawn)	-1.41
Nc1nc(-c2cccnc2)nn1C(=O)c1cccs1	-0.07
COC(=O)CN1C(=O)C(O)(CC(=O)c2ccc(Cl)cc2)c2ccccc21 (stereo not drawn)	-0.34
Cc1ccc2oc3c(c(=O)c2c1)C(c1cccc(O)c1)N(Cc1ccccc1Cl)C3=O (stereo not drawn)	-0.83
COc1cc(OC)c(OC)cc1Br	0.63
NC(N)=N/N=C\c1cccc2ccccc12	-0.87
COc1ccc(Cc2nnc3sc(/C=C/c4cccc(C)c4)nn23)cc1	2.24
CCCCN1C(=O)C2(/C(=C(/O)c3ccc(C)c(F)c3)C(=O)C(=O)N2CCCN(C)C)c2ccccc21 (stereo not drawn)	1.98
CN(C)CCOC(=O)c1ccc2[nH]c3c(c2c1)CSCC3	-1.44
CC(C)(C)NC(=O)N1CCN(c2nc(-c3ccccc3)ns2)CC1	0.23
Cc1cc(OCC(=O)n2cnnc2N)cc(C)c1Cl	0.41
CCCc1nn(S(=O)(=O)c2ccc(F)cc2F)cc1C(=O)OCC	-1.26
FC(F)(F)c1ccc2cccc(C(F)(F)F)c2n1	0.08
COc1ccc(OC)c(S(=O)(=O)c2ccc([N+](=O)[O-])cc2Cl)c1	0.24
O=C(CSC1=NCCCCC1)c1ccccc1	-0.52
c1ccc(-n2nnnc2SCc2nc3ccccc3[nH]2)cc1	-0.36
O=C(c1ccccc1)c1c(CS(=O)(=O)c2ccc(C(F)(F)F)cn2)[nH]n(-c2ccccc2)c1=O	-1.22
CCN1C(=O)C2(/C(=C(/O)c3ccc4c(c3)CC(C)O4)C(=O)C(=O)N2CCCN(C)C)c2ccccc21 (stereo not drawn)	4.29*
CN(C)CC#Cc1cncc(C(=O)NN)c1	-1.74
CC(O)(CNCc1ccc(Cl)cc1)CSc1ccccc1Cl (stereo not drawn)	2.81
Cc1onc(-c2ccccc2)c1C(=O)NCCNC(=O)c1c(-c2ccccc2)noc1C	1.2
CSc1sccc1/C=C(/C#N)S(C)(=O)=O	1.42
O=C(CN1CCOCC1)c1c[nH]c2ccccc12	2.14
COC(=O)c1cnc(-n2ncc(C#N)c2N)nc1C(F)(F)F	-0.34
COc1cc(OCc2ccccc2)ccc1CN1CCN(Cc2ccccc2)CC1	-0.68
CCCn1c2ccccc2c2nnc(SCC(=O)Nc3c(C)n(C)n(-c4ccccc4)c3=O)nc21	2.1
Cc1cc(OC(=O)c2cccs2)c(Cl)c(C)c1Cl	-0.66
CSC1=C(C#N)C(c2ccccc2Cl)C2=C(CCCC2=O)N1 (stereo not drawn)	0.35
O=C(CN1C(=O)c2cccc3cccc1c23)Nc1ccc(F)cc1	27
O=C(O)CCn1nc(-c2ccc(F)cc2)cc(Cc2ccccc2)c1=O	0.59
Cc1cc(C(=O)NC2(O)C(=O)c3ccccc3C2=O)n(C)n1	-3.98
COc1cc(CN2CCN(Cc3ccc(Br)cc3)CC2)cc(OC)c1	0.22
CN(C)CCCNC(=O)c1ccccn1	0.42

An excerpt of these results, in CSV form.
compound,Dicer inh
Cc1cc(OC(=O)c2cccs2)c(Cl)c(C)c1Cl,-0.66
CSC1=C(C#N)C(c2ccccc2Cl)C2=C(CCCC2=O)N1 (stereo not drawn),0.35
O=C(CN1C(=O)c2cccc3cccc1c23)Nc1ccc(F)cc1,27
O=C(O)CCn1nc(-c2ccc(F)cc2)cc(Cc2ccccc2)c1=O,0.59

Next part.
SMILES	Dicer inh
C/C(=N\O)c1sc2scc(C)c2c1C	0.86
Cc1cc(C(C)(C)c2ccc(OCC(=O)O)c(C)c2)ccc1OCC(=O)O	-0.6
Cc1ccc(O)c(C(=O)NNC(=S)Nc2ccccc2C(F)(F)F)c1	5.37
O=C1SC(c2ccccc2)=N/C1=C\c1ccc(Cl)cc1	0.2
CCCN1C(=O)C(O)(CC(=O)c2ccc(OC)cc2OC)c2cc(Br)ccc21 (stereo not drawn)	-0.59
O=[N+]([O-])c1cc(C(F)(F)F)ccc1-c1ccc(C(F)(F)F)cc1[N+](=O)[O-]	1.83
Cc1nc(C)c(-c2csc(Nc3cccc(O)c3)n2)s1	-1.09
O=C(OCc1ccccc1)c1cnc(N2CCSCC2)nc1C(F)(F)F	-4
O=C(O)[C@H]1CCCC[C@H]1C(=O)Nc1ccc(S(=O)(=O)N2CCCC2)cc1	-0.06
CS/C(=N\C(=O)OC(C)(C)C)NC(=O)OC(C)(C)C	-0.99
CCOC(=O)C1(C)C=C(Nc2ccc(OC)cc2)C(=O)N1c1ccc(OC)cc1 (stereo not drawn)	0.34
COc1ccccc1/C=C/c1ccccc1OC	1.43
Cc1nc2cc(Cl)ccc2n1CO	-1.03
Cc1nc(N2CCN(C)CC2)c2sc(=S)n(-c3ccccc3)c2n1	-0.99
Cc1nc(COc2ccccc2Cl)sc1-c1ccnc(SCC(=O)c2cccc([N+](=O)[O-])c2)n1	0.36
Cc1ccc(Cc2nc3ccccc3[nH]2)cc1	-0.64
N#Cc1c(C(F)(F)F)nn(-c2ccccc2)c1N	-0.61
O=C1C=C(NCCc2ccccc2)CC(c2ccco2)C1 (stereo not drawn)	5.65*
Cc1ccc(-n2nnc(-c3ccc(Cl)cc3)n2)cc1	-0.31
COC(=O)c1sc(SC)c2c1CC(C)(C)C/C2=N\OC(=O)c1ccc(Cl)cc1	3.31*
Cc1ccc(N=C(N)N=C(N)N)c(C)c1	1.26
CCCN1C(=O)C2(/C(=C(/O)c3ccc(Cl)cc3)C(=O)C(=O)N2CC2CCCO2)c2ccccc21 (stereo not drawn)	0.03
CC1(C)NC(=O)N(CC(O)COc2ccccc2)C1=O (stereo not drawn)	-1.27
COC(=O)c1c(S(N)(=O)=O)c(C)n(C)c1C	-0.41
O=S(=O)(CS(=O)(=O)Nc1nc2ccc(Cl)cc2s1)Nc1nc2ccc(Cl)cc2s1	0.06
Cc1ccccc1OCc1nc(C#N)c(N2CC(C)OC(C)C2)o1 (stereo not drawn)	0.49
CC(C)(C)c1ccc(OCc2nc(Nc3ccccc3Cl)cc(=O)[nH]2)cc1	-0.26
Cc1ccc2nc(NC3=NCN(Cc4ccco4)CN3)nc(C)c2c1	-0.19
COc1cc2c(cc1OC)C(C)N(C(=O)c1ccno1)CC2 (stereo not drawn)	-0.59
Cc1csc2ncnc(SCC(=O)NNS(=O)(=O)c3cc(C(F)(F)F)cc(C(F)(F)F)c3)c12	-0.75
CC1(C)NC(=O)N(CC(O)CN(c2ccccc2)c2ccccc2)C1=O (stereo not drawn)	2.54
Cc1ccc(C)c(C(C)Sc2ncccc2C(=O)O)c1 (stereo not drawn)	-3.18
S=C1NC2=C(CCc3ccccc32)C(c2ccc(Cl)cc2Cl)N1 (stereo not drawn)	-0.39
Cc1nn(C)cc1CNC(=O)c1cnn2c1NC(c1ccc(Br)cc1)CC2C(F)(F)F (stereo not drawn)	0.99
C[N+](C)(C)CCOC(=O)CCC(=O)OCC[N+](C)(C)C	0.99
S=c1[nH]nc(C2c3ccccc3Oc3ccccc32)o1	0.79
Cc1cc(C(C)(C)C)c(OC(=O)C(C)C)c(C(C)(C)C)c1	-1.74
COc1ccc2c(c1)nc(COc1ccccc1)n2C	2.37
COc1c(I)cc(Cl)c2cccnc12	-1.27

Source: PubChem
